Screening results from PubChem BioAssay.
PAD4 FP inh = PAD4 (human) enzyme inhibition; inhibition, % at 6.36 µM; 0.41% of 330,000 active; AID 485272; Q9UM07; recombinant PAD4, RCA probe fluorescence polarization;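 active means percent inhibition above a cutoff equal to the mean of all tested compounds plus 3 SD, cut at about 15% in these data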;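 further: 0% = PAD4 with RCA probe and DMSO and 100% = probe without PAD4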
PAFAH1B2 FP inh = PAFAH1B2 (human) inhibition. P68402. recombinant PAFAH1B2, FP-rhodamine activity probe, fluorescence polarization. inhibition, % at 3.39 µM. 1.2% of 340,000 active. AID 492953;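 active means inhibition above the mean of all tested compounds plus 3 SD, cut at about 24% in these data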;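 further: 0% = enzyme with DMSO and 100% = wells lacking PAFAH1B2; many of its hits are not listed in these tables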
Target sequence (P68402 whole entry, looked up): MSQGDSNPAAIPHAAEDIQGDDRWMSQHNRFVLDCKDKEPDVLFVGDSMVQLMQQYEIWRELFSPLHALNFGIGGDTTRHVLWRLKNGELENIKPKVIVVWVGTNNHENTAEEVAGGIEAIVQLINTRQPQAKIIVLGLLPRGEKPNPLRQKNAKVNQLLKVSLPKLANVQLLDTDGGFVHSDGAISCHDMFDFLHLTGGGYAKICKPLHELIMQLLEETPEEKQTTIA
GSTO1 inh = counter-screen for RBBP9 inhibitors: inhibitors of human GSTO1. P78417. recombinant GSTO1, activity-based probe fluorescence polarization. inhibition, % at 5.96 µM. 1.1% of 300,000 active. AID 1974;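 active means inhibition above the campaign mean inhibition plus 3 SD, cut at about 35% in these data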;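 further: 0% = GSTO1-1 with DMSO and 100% = wells lacking GSTO1-1 enzyme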
PREPL inh = inhibitors of human prolyl oligopeptidase-like enzyme PREPL; recombinant PREPL, fluorescence polarization activity-based probe; Q4J6C6; 0.68% of 320,000 active; inhibition, % at 5.96 µM; AID 2751; in the data active means inhibition above about 43%;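 further: 0% = enzyme with DMSO and 100% = wells lacking enzyme; many of its hits are not listed in these tables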
PAFAH1B3 FP inh = inhibitors of human PAFAH1B3; inhibition, % at 3.39 µM; 0.28% of 340,000 active; recombinant PAFAH1B3, FP-rhodamine probe, fluorescence polarization;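 active means inhibition above the screen-wide average of all tested compounds plus 3 SD, cut at about 25% in these data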;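 further: 0% = enzyme with DMSO only and 100% = wells lacking PAFAH1B3 protein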
Target sequence (Q15102 whole entry, looked up): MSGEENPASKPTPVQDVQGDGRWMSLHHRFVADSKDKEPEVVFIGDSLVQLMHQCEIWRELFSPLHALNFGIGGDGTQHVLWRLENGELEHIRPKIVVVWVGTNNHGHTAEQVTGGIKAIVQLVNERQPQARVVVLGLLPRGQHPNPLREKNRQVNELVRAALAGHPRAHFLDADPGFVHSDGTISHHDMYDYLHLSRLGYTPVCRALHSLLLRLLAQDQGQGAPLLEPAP
pPAFAH inh = pPAFAH (human) enzyme inhibition; Q13093; recombinant pPAFAH, FP-rhodamine probe fluorescence polarization; inhibition, % at 3.39 µM; 1.5% of 330,000 active; AID 463082;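 active means inhibition above the mean inhibition across the screen plus 3 SD, cut at about 25% in these data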;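 further: inhibitors block binding of the rhodamine activity-based probe so polarization drops; 0% = enzyme with DMSO and 100% = wells lacking pPAFAH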
Target sequence (Q13093 whole entry, looked up): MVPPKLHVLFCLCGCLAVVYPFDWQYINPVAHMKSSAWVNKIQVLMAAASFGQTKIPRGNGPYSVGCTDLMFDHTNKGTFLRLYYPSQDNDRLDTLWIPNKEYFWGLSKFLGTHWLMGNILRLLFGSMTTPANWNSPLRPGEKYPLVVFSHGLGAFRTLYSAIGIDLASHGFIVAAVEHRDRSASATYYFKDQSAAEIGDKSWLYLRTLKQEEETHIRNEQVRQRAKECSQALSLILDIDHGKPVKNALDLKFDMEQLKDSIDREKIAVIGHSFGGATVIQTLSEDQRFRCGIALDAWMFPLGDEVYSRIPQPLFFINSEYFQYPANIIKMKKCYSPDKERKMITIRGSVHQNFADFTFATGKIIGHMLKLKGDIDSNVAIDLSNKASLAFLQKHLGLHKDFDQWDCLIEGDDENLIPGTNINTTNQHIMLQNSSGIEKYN
PAFAH2 FP inh = PAFAH2 (human) inhibition; Q99487; recombinant PAFAH2, FP-rhodamine activity probe, fluorescence polarization; inhibition, % at 3.39 µM; 0.99% of 340,000 active; AID 492956;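 active means inhibition above the mean over all tested compounds plus 3 SD, cut at about 30% in these data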;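 further: inhibitors block probe labeling of enzyme so polarization drops; 0% = enzyme with DMSO and 100% = wells lacking PAFAH2 protein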
LYPLA2 counter = counter-screen for PME1 inhibitors: inhibitors of human LYPLA2 | inhibition, % at 5.9 µM | 0.38% of 320,000 active | recombinant LYPLA2, FP-Rh probe fluorescence polarization | O95372 | AID 2177;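 active means inhibition above the screen-wide mean plus 3 SD, limit set per campaign, cut at about 26% in these data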;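 further: 0% = LYPLA2 with DMSO and 100% = wells lacking LYPLA2 enzyme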
LYPLA1 inh = blocks human lysophospholipase 1, a PME1 counter-screen; O75608; recombinant LYPLA1, FP-Rh probe fluorescence polarization; inhibition, % at 5.9 µM; 0.16% of 320,000 active; AID 2174;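 active means inhibition above the mean of all tested compounds plus 3 SD, set per campaign, cut at about 14% in these data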;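 further: inhibitors block serine hydrolase probe labeling of LYPLA1 so polarization falls; 0% = enzyme with DMSO and 100% = wells lacking LYPLA1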
The depositor's hits bear a star; x = not tested or not shown. A portion of the library (hit frequency here may not be typical).

SMILES | PAD4 FP inh | PAFAH1B2 FP inh | GSTO1 inh | PREPL inh | PAFAH1B3 FP inh | pPAFAH inh | PAFAH2 FP inh | LYPLA2 counter | LYPLA1 inh
CN(C(=O)COC(=O)C1CCN(S(=O)(=O)c2cccs2)CC1)C1CCS(=O)(=O)C1 (centres undefined) | -1 | 6 | -5 | 10 | 10 | 3 | 1 | -2 | 1
CCOc1ccc(C(=O)CN2C(=O)NC3(CCCCCC3)C2=O)cc1 | -2 | 2 | -5 | 7 | 1 | -1 | 6 | 1 | 2
COc1cccc(C(=O)Nc2nnc(S(=O)(=O)N(C)c3ccccc3)s2)c1 | -4 | -2 | -100 | 2 | 3 | 2 | 2 | 6 | 0
O=C(/C=C/c1ccco1)NC1=NCCS1 | 0 | 1 | 4 | -5 | 1 | -4 | -1 | -4 | -5
Nc1c(C(=O)CSc2nnc(N3CCOCC3)n2-c2cccc(F)c2)c(=O)[nH]c(=O)n1C1CC1 | -1 | 3 | x | 12 | 10 | 3 | 3 | -1 | 2
N#CC1=C(N)Oc2cc(O)ccc2C1c1cccnc1 (centres undefined) | -1 | 1 | -5 | 9 | -1 | -1 | -5 | 2 | 4
CCOCc1c(C(=O)NC2CCCCCC2)oc2ccccc12 | 2 | 4 | -5 | 5 | 6 | 3 | 7 | 3 | -1
C[C@@H](CSc1ccccc1)CN1CC[C@H](NC(=O)OCc2ccccc2)CCC1=O | -3 | 12 | 11 | 23 | 6 | 4 | 9 | 16 | 5
COC(=O)c1cc(C(=O)OC)cc(N2C(=O)CC(NNC(=O)c3ccccc3Cl)C2=O)c1 (centres undefined) | 3 | 1 | 1 | -5 | -2 | 1 | -12 | 2 | 1
COc1ccccc1N(C)S(=O)(=O)c1ccc(C(=O)NC(C)c2ccccc2)cc1 (centres undefined) | 2 | 5 | -4 | -10 | 3 | -1 | 0 | -1 | -3
CCC1(c2ccc(F)cc2)NC(=O)N(CC(=O)N2CCN(S(=O)(=O)c3ccc(C)cc3)CC2)C1=O (centres undefined) | -1 | 10 | 3 | -3 | 8 | 0 | 7 | -2 | 0
COC(CN1C(=O)C(=O)/C(=C(/O)c2ccccc2)C1c1ccccn1)OC (centres undefined) | 5 | 4 | 5 | -8 | 4 | -2 | 8 | 3 | 2
CC(=O)C1=C(C)NC2=C(C(=O)c3ccccc32)C1c1ccccc1 (centres undefined) | -5 | 3 | 8 | 21 | 4 | 9 | 7 | 7 | 2
Cc1cc(C(=O)Nn2cnnc2)ccc1[N+](=O)[O-] | -3 | 4 | 10 | 9 | 5 | 2 | -5 | 5 | 4
Cn1cc(P(=S)(N2CCOCC2)N2CCOCC2)cc1P(=S)(N1CCOCC1)N1CCOCC1 | -2 | 2 | 2 | 10 | 7 | 3 | 1 | 3 | 0
CCNC(=S)Nc1cccc([N+](=O)[O-])c1 | -2 | x | 1 | 13 | x | 1 | x | 4 | 2
O=C(CN1C(=O)NC2NC(=O)NC21)N/N=C/c1ccccc1F (centres undefined) | -1 | x | -3 | -1 | x | 2 | x | 4 | 0
COc1ccccc1N1CCN(c2nc3c(C)cccn3c(=O)c2C=O)CC1 | 3 | 0 | -3 | 17 | 1 | 11 | 3 | 3 | 3
O=c1cc(CO)oc(C(Nc2cccc(C(F)(F)F)c2)c2ccccn2)c1O (centres undefined) | 13 | 1 | 6 | 1 | 11 | 4 | 1 | 6 | 3
CC1(C)CC2(CCO1)OC(=O)CC2C(=O)NCCc1ccccc1 (centres undefined) | -4 | 8 | 3 | -8 | 0 | 1 | 5 | 1 | -2
CC(=O)NC(CC(=O)N1CCN(C(C)=O)CC1)c1ccccc1 (centres undefined) | -1 | 2 | -2 | 14 | 0 | -3 | -1 | -2 | 0
O=[N+]([O-])c1ccc(-c2n(-c3ccccn3)c3ccccc3[n+]2-c2ccccn2)cc1 | -1 | 0 | -2 | -1 | 7 | 1 | 4 | 5 | 0
COc1ccccc1Oc1ccc(NC(=O)c2ccccc2C)cc1 | -3 | -3 | -7 | 13 | 6 | -2 | -4 | 11 | 0
CCN(CC)c1nc(-c2ccccc2)nc2ccccc12 | -3 | 3 | 6 | -1 | -1 | -4 | 5 | 0 | -5
CCCCNS(=O)(=O)c1ccc(OC)c(C)c1 | -3 | -3 | 1 | -8 | 7 | 0 | 1 | 4 | 2

Following part.
SMILES | PAD4 FP inh | PAFAH1B2 FP inh | GSTO1 inh | PREPL inh | PAFAH1B3 FP inh | pPAFAH inh | PAFAH2 FP inh | LYPLA2 counter | LYPLA1 inh
COCCCNC(=S)NNC(=S)Nc1ccc(F)cc1F | -3 | 0 | 6 | 0 | 5 | 9 | -7 | 4 | -1
CC[C@H](C)C(C(=O)N1CCN(C(=O)OC(C)(C)C)CC1)n1cc(C(CO)NC(=O)OC(C)(C)C)nn1 (some centres undefined) | -2 | 1 | 6 | 12 | 4 | 2 | -5 | -3 | 0
Cc1ccc(SCCN2CCC(C)CCC2=O)cc1 (centres undefined) | -1 | 6 | 4 | 3 | 1 | 6 | 8 | -1 | 1
CN1CCC(=NNC(=O)CSc2ccc(Cl)cc2)CC1 | -3 | 17 | 1 | -5 | 3 | -2 | 0 | -1 | -2
CCCn1c(N)c(N(CCOC)C(=O)c2ccc(-c3ccc(Cl)cc3)o2)c(=O)[nH]c1=O | -5 | 2 | 9 | 4 | 1 | 5 | -7 | 6 | 2
C/C(=N\N=C(N)N)c1ccc(Cl)cc1Cl | 2 | -4 | 10 | 3 | -4 | 2 | -4 | 6 | -1
Cc1cccc(-c2nc3cc([N+](=O)[O-])ccc3o2)c1 | -2 | 3 | 10 | -11 | 14 | 0 | 2 | 7 | 0
CN1CC(=O)N/C1=N\C(=O)Nc1ccc(O)cc1 | -3 | 8 | 0 | 10 | 4 | 15 | -2 | 3 | 5
CC1CCCN(C(=O)c2cc(S(=O)(=O)N3CCCCC3)c[nH]2)C1 (centres undefined) | -2 | -2 | 8 | 5 | 12 | 5 | 8 | -1 | -4
CC(C)CCNC(=O)C1C2C=CC3(CN(Cc4ccccc4Cl)C(=O)C13)O2 (centres undefined) | 1 | -3 | 2 | -2 | -3 | 2 | -1 | -11 | 0
COCC(=O)Nc1nc2n(n1)C(c1ccccc1Cl)CC(c1ccc(OC)cc1)N2 (centres undefined) | 0 | 1 | 2 | 27 | 10 | 0 | -2 | 2 | -2
CC(C)(CN1CCN(Cc2ccccc2)CC1)NS(=O)(=O)c1ccc(Cl)cc1 | -3 | -2 | 7 | 8 | 6 | 7 | -3 | 1 | 0
COc1ccccc1N1CCN(C(c2ccc(Cl)cc2)c2nnnn2C(C)(C)C)CC1 (centres undefined) | 6 | -4 | 5 | 23 | -7 | -3 | -1 | 2 | 2
CC(=O)OC1CC(n2ccc(NC(=O)c3ccccc3)nc2=O)OC1CO (centres undefined) | 1 | -5 | 12 | -2 | 13 | 4 | 4 | 3 | 3
Nc1nc(-c2cccc(Br)c2)cs1 | 2 | 8 | 2 | 1 | 8 | 5 | -3 | -2 | -2
O=C(Cc1ccccc1)NNC(=O)c1cnccn1 | -3 | 2 | 3 | 2 | 1 | 5 | 4 | 4 | 4
FC(F)(F)c1cccc(-c2nnc3ccc(C(F)(F)F)cn23)c1 | -2 | -1 | 4 | 8 | 0 | 10 | -5 | 8 | 2
O=C(Nc1ccccc1F)Nc1cccnc1Cl | -1 | 0 | 17 | -6 | 4 | -8 | -7 | -4 | -4
CCC(=NCc1ccccc1)c1c(C(F)(F)F)[nH]n(-c2nc3ccccc3s2)c1=O | -2 | -1 | -34 | 2 | 2 | 2 | -16 | -3 | -3
Cc1nn(C)c(NC(=O)c2ccccc2Cl)c1Cl | 1 | 0 | -3 | -6 | 2 | -4 | -1 | -11 | -4
Cc1cccc(N(CC(=O)NC2CC3CCC2C3)S(=O)(=O)c2ccccc2)c1 (centres undefined) | -1 | 3 | 3 | -3 | 5 | 4 | 5 | -5 | -4
CC(O)C(=O)NCCOCCOCCNC(=O)C(C)O (centres undefined) | 0 | 0 | 17 | -4 | -6 | 2 | -4 | -10 | -4
COc1ccc(-c2cc(-c3cccnc3)c(C#N)c(N)n2)cc1 | -4 | 2 | -2 | 11 | -12 | -6 | -1 | -7 | -2
COc1ccccc1NC(=O)Cc1csc(NC(=S)Nc2ccccc2)n1 | 0 | 1 | -17 | -6 | 2 | -5 | -7 | -17 | -13
CCS(=O)(=O)c1nc(S(=O)(=O)c2ccc(C)cc2)c(N2CCN(CCO)CC2)s1 | -2 | -2 | -1 | 1 | -1 | 2 | -3 | 4 | 4

Further compounds
SMILES | PAD4 FP inh | PAFAH1B2 FP inh | GSTO1 inh | PREPL inh | PAFAH1B3 FP inh | pPAFAH inh | PAFAH2 FP inh | LYPLA2 counter | LYPLA1 inh
c1ccc(Cn2nnc3c(N4CCOCC4)ncnc32)cc1 | 2 | 1 | 1 | 2 | 2 | 9 | 2 | 1 | 5
Cc1cnc(C(=O)Nc2ccc(-n3cnnn3)cc2)cn1 | -1 | 0 | -2 | 2 | 5 | -4 | -2 | 10 | 2
COc1ccc(S(=O)(=O)N2CCOCC2)cc1NC(=O)CCc1cc(OC)c(OC)c(OC)c1 | 2 | 9 | x | 5 | 3 | -7 | 3 | -1 | -2
Cc1ccc(S(=O)(=O)CC(=O)N2CC(C)OC(C)C2)cc1 (centres undefined) | 2 | -3 | 2 | 2 | -8 | -3 | 6 | 1 | 1
Cc1ccc(C)c(OCC(=O)Nc2cccc(C(=O)O)c2)c1C | 2 | 5 | 2 | 0 | -1 | 1 | 0 | 0 | 1
CN(C)/C=N/c1ncc(C(=O)c2ccc3ccccc3c2)s1 | -5 | 3 | -5 | 33 | 10 | 2 | 1 | 0 | -2
Cc1ccc(C)c(NC(=O)CSc2nnc([C@@H]3CCCN3C(=O)OC(C)(C)C)o2)c1 | 0 | 2 | 4 | 16 | -3 | -4 | 0 | -3 | -6
C=CCNc1nc(N)c([N+](=O)[O-])c(Nc2ccccc2OC)n1 | -2 | 3 | -2 | -7 | -2 | 4 | -1 | 2 | -4
O=C(NCCC1CCCCN1S(=O)(=O)c1ccccc1)C(=O)Nc1ccc(F)cc1F (centres undefined) | 3 | 5 | -3 | 17 | 1 | -2 | -6 | 2 | -2
